GALK inhibitor = inhibitors of human galactokinase. P51570. Purified GALK, Kinase-Glo residual ATP luminescence. Potency, µM (series often up to 57.5 µM), for the others: at the top dose activity change, negative = inhibition, most hits filed as inhibitors. 0.007% of 270,000 active; also: potency is read from the fitted curve at half-maximal effect; % is scaled to controls: 0 for no effect and ±100 for the full control effect
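Quantitative HTS: GALK 5 nM, ATP 35 uM, galactose 100 uM, 1 h room temperature, then luciferase-based ATP detection.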
B2AR arrestin = recruits beta-arrestin to the human beta2-adrenergic receptor. P07550. beta-arrestin recruitment to beta2AR, cell-based reporter. Potency, µM (highest dose often 46.1 µM), without a hit: top-dose activation, actives largely listed as activators. 0.02% of 330,000 active;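 also: potency is read from the fitted curve at half-maximal effect; 0% = DMSO controls and full agonism = EC100 isoproterenol or metaproterenol; nearly all actives have a fitted effect of over 65% in size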
Giardia kill = kills Giardia lamblia | activity change, % at 7.66 µM, hits read low | Giardia lamblia trophozoite viability | AID 540267 | 0.15% of 340,000 active; in the data active = activity change below about -80%; inconclusive = between about -30% and that limit;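 also: parasites exposed to compound for two days anaerobically before the ATP read; % is scaled to controls: 0 for no effect and ±100 for the full control effect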
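Giardia trophozoites, 100 cells per well, were exposed to compounds for 48 hrs at 37 deg C under anaerobic conditions; viability was then read as ATP content by bioluminescence after 15-30 min at room temperature.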
Integrin act MD = activates integrin-mediated alleviation for muscular dystrophy; AID 624291; alpha7betagal myoblasts, beta-gal FDG fluorescence, 48 h; Potency, µM (highest dose often 38.3 µM), for inactives: at the highest dose activation, most hits filed as activators; 0.064% of 350,000 active;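 also: potency is read from the fitted curve at half-maximal effect; 100% = response of the positive control SU9516; nearly all actives have a fitted effect of over 60% in size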
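Alpha7betagal+/- myoblasts (passage 13) were plated 16-24 hr, then exposed to compounds (1:260 dilution of DMSO stock) for 48 hours at 37C. After MPER lysis, β-galactosidase reporter activity was read as FDG fluorescence (ex 480/em 540) after 30 minutes.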
PKM2 act = PKM2 (human) enzyme activation | purified PKM2, Kinase-Glo ATP luminescence, activation; response scale: 0% is enzyme alone, no compound | AID 1631 | Potency, µM (doses to about 57.5 µM), inactives show top-dose activation, actives largely listed as activators | 0.34% of 260,000 active | P14618; also: potency is read from the fitted curve at half-maximal effect; % is scaled to controls: 0 for no effect and ±100 for the full control effect; nearly all actives have a fitted effect of over 55% in size
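hPK-M2, >95% pure; 0.1 mM ADP / 0.5 mM PEP final; imidazole pH7.2 buffer w/ 7 mM MgCl2, 50 mM KCl; 1 h RT; Kinase-Glo lum. Intermediate enzyme activity for dual inhibitor/activator qHTS.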
BCR signal inh = chronic active BCR signaling inhibition; AID 493014; 0.05% of 340,000 active; Potency, µM (highest dose often 46.1 µM), without a hit: at the highest dose ratio change, negative = lower green/red ratio, hits mostly inhibitors; ABC-DLBCL IkBa-CBG/CBR reporter, luminescence ratio, 4 h; active = well fitted inhibition curve with a large enough effect in the signal ratio, with a control signal flat, not every such curve was filed as active; inconclusive = small, poorly fitted or top-dose-only effect, or effect the other way, or a change in a side signal; the % refers to the signal ratio;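 also: potency is read from the fitted curve at half-maximal effect; plate controls were basal doxycycline-induced cells for no effect and cells given 10 µM MG132 for full effect; MG132 reads +100%, hits lower the ratio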
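TMD8 ABC-DLBCL cells carrying doxycycline-inducible green luciferase fused to IkappaBalpha plus unfused red luciferase were exposed to compounds (up to 46 uM) for 4 hrs at 37C. Activity came from the overlap-corrected green/red luminescence ratio.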
Tb PFK inh = T. brucei PFK enzyme inhibition | O15648 | Potency, µM (series often up to 57.5 µM), without a hit: top-dose activity, negative = inhibition, actives largely listed as inhibitors | T. brucei PFK, ADP-Glo luminescence | 0.17% of 330,000 active;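 also: potency is read from the fitted curve at half-maximal effect; 0% = uninhibited 1x PFK enzyme wells and -100% = no-enzyme wells; nearly all actives have a fitted effect of over 60% in size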
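Luminescent ADP detection (ADP-Glo, two-step: ATP depletion then ADP-to-ATP conversion for luciferase) reported PFK activity after 45 min room-temperature reaction of 1.25 nM enzyme with 0.5 mM F6P and 0.1 mM ATP at pH 8.0.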
TSG101-PTAP inh = blocks PTAP/TSG101 interaction to inhibit HIV-1 budding; Fluorescence polarization, FITC-PTAP peptide / Tsg101 binding; Potency, µM (doses to about 115 µM), for the others: top-dose activity change, negative = inhibition, hits mostly inhibitors; 340,000 tested, under 10 active; AID 493005; active = well fitted inhibition curve with a large enough effect in the main read-out, with a control signal flat, not every such curve was filed as active; inconclusive = small, poorly fitted or top-dose-only effect, or effect the other way, or a change in a side signal; inactive = no such curve, though single readings can be large or run the other way; also: potency is read from the fitted curve at half-maximal effect; % of control where 0% means no effect
Target sequence (Q99816 whole entry, looked up): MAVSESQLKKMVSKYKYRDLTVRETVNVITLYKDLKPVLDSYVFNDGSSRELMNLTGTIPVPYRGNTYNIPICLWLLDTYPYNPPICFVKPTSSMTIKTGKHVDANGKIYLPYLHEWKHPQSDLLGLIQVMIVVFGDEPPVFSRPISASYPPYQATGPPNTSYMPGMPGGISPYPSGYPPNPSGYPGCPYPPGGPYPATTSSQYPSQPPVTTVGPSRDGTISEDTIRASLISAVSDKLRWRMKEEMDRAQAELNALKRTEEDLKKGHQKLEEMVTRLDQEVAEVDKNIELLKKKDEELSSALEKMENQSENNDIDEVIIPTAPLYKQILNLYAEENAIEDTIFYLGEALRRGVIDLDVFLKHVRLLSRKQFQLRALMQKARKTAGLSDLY
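Fluorescence polarization binding of Tsg101 binding domain (10 uM final) to FITC-labeled PTAP peptide (50 nM final) in HEPES pH 7.5 buffer with NaCl, Tween 20, EDTA, TCEP. Compounds added before peptide; binding 20 min at RT.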
FBPA coupling cs = inhibits coupling enzyme system, counter-screen for aldolase hits; 0.67% of 290,000 active; coupling enzyme system counterscreen, AmpLite Red fluorescence; activity change, negative = inhibition, % at 58.2 µM, hits read low; in the data active = activity change below about -30%; also: % is scaled to controls: 0 for no effect and ±100 for the full control effect
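Compounds tested against the coupling enzymes alone at 57.5 uM final; readout was AmpLite Red fluorescence (525/598 nm) after 20 min at RT.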
Menin MLL FP TR = menin-MLL binding inhibition, Texas Red mutant peptide; Menin + Texas Red MLL mutant peptide, fluorescence polarization; Potency, µM (doses to about 61.6 µM), inactives show at the highest dose FP activity change, negative = inhibition, hits mostly inhibitors; 0.23% of 270,000 active; O00255; active = well fitted inhibition curve with a large enough effect in the polarisation, with a control signal flat, not every such curve was filed as active; inconclusive = small, poorly fitted or top-dose-only effect, or effect the other way, or a change in a side signal; inactive = no such curve, though single readings can be large or run the other way; the % refers to the polarisation; also: potency is read from the fitted curve at half-maximal effect; % of control where 0% means no effect; many of its hits are not listed in these tables
S-ASM inh = blocks human secretory acid sphingomyelinase; 0.006% of 340,000 active; P17405; Potency, µM (titrated, usually from 57.5 µM), for inactives: at the highest dose activity change, negative = inhibition, most hits filed as inhibitors; placental ASM, HMU-PC fluorogenic substrate, 60 min; also: potency is read from the fitted curve at half-maximal effect
Target sequence (P17405 47-631 limits assumed): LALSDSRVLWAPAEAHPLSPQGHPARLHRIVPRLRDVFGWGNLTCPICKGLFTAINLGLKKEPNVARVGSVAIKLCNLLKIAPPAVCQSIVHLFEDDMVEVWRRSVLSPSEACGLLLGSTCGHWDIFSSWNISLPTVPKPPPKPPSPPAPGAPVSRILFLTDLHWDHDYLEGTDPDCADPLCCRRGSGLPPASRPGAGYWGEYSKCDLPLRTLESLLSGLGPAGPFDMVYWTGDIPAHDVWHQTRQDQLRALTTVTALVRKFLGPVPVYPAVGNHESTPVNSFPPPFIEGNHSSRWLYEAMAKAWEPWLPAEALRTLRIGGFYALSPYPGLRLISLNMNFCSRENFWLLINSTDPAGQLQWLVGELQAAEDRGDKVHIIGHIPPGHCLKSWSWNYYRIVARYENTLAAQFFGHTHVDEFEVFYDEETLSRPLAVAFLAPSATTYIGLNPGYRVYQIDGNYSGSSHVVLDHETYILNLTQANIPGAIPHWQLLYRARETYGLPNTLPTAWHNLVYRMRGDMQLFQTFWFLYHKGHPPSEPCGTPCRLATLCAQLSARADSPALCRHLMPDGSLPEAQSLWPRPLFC
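HMU-PC0 cleavage (9 uM final) by human placental ASM, 60 min at 37 °C following 10 min compound exposure at RT; stopped at pH 10, fluorescence Ex 386/Em 447 nm.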
Active calls of the source: *; ? = inconclusive; . = not tested or not shown; [ ] = remark or other dose. Unless noted, calls follow the shape of the dose curve; as a rule, active = well fitted curve in the direction sought with a large enough effect; inconclusive = small, poorly fitted or top-dose-only effect, or another doubt; inactive = no such curve, though single readings can be large; an effect the other way counts as inactive or inconclusive.

SMILES | GALK inhibitor | B2AR arrestin | Giardia kill | Integrin act MD | PKM2 act | BCR signal inh | Tb PFK inh | TSG101-PTAP inh | FBPA coupling cs | Menin MLL FP TR | S-ASM inh
O=C(Nc1nnc(SCc2cccnc2)s1)C1CC(=O)N(c2ccc(F)cc2)C1 (stereo not given) | -1% | 0.3% | -5 | 9% | -3% | 0% | -22% | . | . | . | -2%
O=C(CNS(=O)(=O)c1cccc2nonc12)NCc1ccc(F)cc1 | -1% | 0.1% | -3 | 0% | -5% | 6% | 4% | -6% | 0 | -24% | -1%
CCOC(=O)/C=c1\s/c(=C\c2ccc(-c3ccccc3)cc2)c(=O)n1CC(=O)NCc1ccc2c(c1)OCO2 | 1% | -1.1% | 9 | 19% | -22% | 2% | -4% | 13% | -13 | . | 5%
COc1ccc(/C=N/NC(=O)c2ccncc2)c(C(=O)O)c1OC | 5% | -0.5% | 11 | -3% | -2% | 2% | -3% | -6% | 2 | ? | 1%
C=CCNC(=S)NCc1cccnc1 | 1% | 0.0% | -1 | -12% | -1% | 4% | -2% | -1% | -1 | -14% | 2%
COC(=O)C1=NNC2(c3ccc(Cl)cc3)C(=O)N(c3ccccc3)C(=O)C12 (stereo not given) | 0% | -0.1% | -20 | 25% | -16% | 1% | -1% | 5% | -3 | 0% | -1%
COc1ccc(C(=O)Nc2ccc(NC(=O)c3ccco3)c(Cl)c2)cc1OC | 0% | 3.8% | 3 | 19% | -3% | 3% | 0% | -2% | 1 | 14% | -3%
COc1ccc(S(=O)(=O)N(CC(=O)NCc2cccnc2)C2CCCCC2)cc1OC | -1% | -0.6% | 44[activator] | 0% | -2% | 1% | 0% | -4% | 3 | . | -3%
CCCCCN(C(=O)CCC(=O)OCc1cc(C)ccc1C)c1c(N)n(CCCC)c(=O)[nH]c1=O | . | 0.1% | 17 | -7% | . | 1% | 0% | -3% | . | . | 6%
Cc1ccc(S(=O)(=O)Nc2ccc(O)c3ncccc23)cc1 | -2% | 0.0% | 6 | 5% | 20% | 6% | -7% | -9% | -3 | -6% | 2%
Cc1ccc(N2CN(S(=O)(=O)c3cccc([N+](=O)[O-])c3)c3nc4ccccc4nc32)cc1 | -10% | 0.3% | 17 | 22% | 11% | 4% | 2% | -2% | . | . | -2%
O=C(Nc1ccc(Cl)c(Cl)c1)OCc1cnc(Cl)s1 | -3% | -1.8% | 8 | -21% | -9% | 6% | 5% | -1% | 1 | ? | -13%
Cc1cc(C)nc(SCc2ccc([N+](=O)[O-])cc2)n1 | 1% | -0.7% | -9 | 0% | 1% | ? | -21% | -4% | -3 | 5% | -2%
CC(=O)NCCC1CCCCN1Cc1nc(Cc2cccc(C(F)(F)F)c2)no1 (stereo not given) | -3% | -0.2% | 2 | -10% | -2% | 0% | 2% | -1% | 1 | -1% | -2%
Cc1ccc(C(C(=O)NC(C)(C)C)N(C(=O)c2csnn2)c2ccccc2F)o1 (stereo not given) | 1% | -0.1% | -16 | -3% | 1% | 2% | 1% | -1% | 2 | -3% | 1%
CC#C[C@@H](CC)c1ccc2ccn(C)c2c1 | . | -0.2% | 13 | -21% | . | ? | 2% | . | . | . | 5%
O=C1C2C3C=CC(C3)C2C(=O)N1c1cccc(N2C(=O)C3C4C=CC(C4)C3C2=O)n1 (stereo not given) | -1% | -0.3% | 2 | -8%[7.66 µM] | 4% | -1% | -3% | -8% | 3 | 4% | 7%
COCC1=C(C(=O)OC)C(c2cccs2)n2ncnc2N1 (stereo not given) | 9% | -0.1% | -1 | 12% | 0% | 0% | 2% | -2% | 3 | . | 12%
O=C(COc1ccccc1O)N1CCN(C(=O)c2ccco2)CC1 | -3% | -0.3% | 11 | -6% | 2% | ? | -7% | 0% | -2 | 7% | -5%
CNC(=O)COC(=O)c1cc(SC)ccc1Cl | 7% | -0.2% | -5 | 13% | 2% | 1% | 0% | -2% | 0 | 11% | 2%
O=C(NCc1ccco1)c1cccc(Nc2nc3ccc(Br)cc3[nH]2)c1 | 1% | 0.4% | -9 | 8% | 1% | ? | -3% | -6% | -1 | ? | -9%
COc1ccc(OC)c(C(=O)N(C[C@H]2CC[C@@H]([C@@H]3CC[C@H](CO)O3)O2)C(C(=O)NC(C)(C)C)c2ccc(-c3ccccc3)cc2)c1 (stereo not given in full) | . | 9.7% | 17 | 15% | . | 9% | -4% | -4% | . | . | -9%
O=C1N2CCSC2=NC1(Nc1nccs1)C(F)(F)F (stereo not given) | 1% | -0.4% | -9 | -6% | -5% | -11% | -8% | -6% | 3 | 21% | -1%
COc1cc(NC(=O)c2ccco2)c(OC)cc1NC(=O)Nc1ccccc1Cl | 0% | -0.1% | -3 | 9% | 2% | ? | -3% | 0% | 0 | ? | 0%
COC(=O)c1ccc2c(c1)N(Cc1cc(C)ccc1C)C(=O)c1ccccc1S2=O (stereo not given) | . | -0.2% | . | . | 4% | 0% | -1% | . | 1 | 10% | .
O=S(=O)(c1ccc(S(=O)(=O)N2CCN3CCCC3C2)cc1)N1CCCC1 (stereo not given) | 3% | -0.1% | -4 | 18% | 1% | 0% | 1% | -6% | 2 | -9% | 7%
COc1ccc(S(=O)(=O)Nc2cccc3c2O[C@H](CN(C)Cc2ccc(Cl)c(Cl)c2)[C@@H](C)CN([C@H](C)CO)C3=O)cc1 | . | -0.5% | 8 | -12% | . | ? | 5% | -2% | . | . | -3%
C=CCNC(=S)/C(=C(/[O-])c1ccccc1Br)[n+]1ccccc1 | -2% | 0.3% | 4 | -12% | -5% | 0% | 1% | -4% | 2 | 13% | -2%
Cc1ccc(-c2nnc(CSc3nc4cc5c(cc4cc3C)OCO5)o2)cc1 | 7% | -0.3% | -5 | -29% | 5% | 3% | -1% | -6% | -5 | -1% | -15%
COc1ccc(-n2c(CN3CCOCC3)nc3ccc([N+](=O)[O-])cc3c2=O)c(OC)c1 | 6% | -0.7% | ? | 24% | . | ? | -10% | -2% | -2 | ? | -1%
CN(CC(=O)Nc1ccccc1C(F)(F)F)C(=O)c1ccccc1Sc1ccccc1C#N | . | 0.1% | ? | -52%[inhibitor] | . | ? | -1% | -5% | . | . | -1%
O=C1NC(=Nc2ccccc2)SC1Cc1ccccc1 (stereo not given) | 1% | -0.2% | 5 | 1% | -4% | ? | 6% | -5% | 2 | -5% | -1%
Cc1cccc(Cn2nc(C(C)(C)C)cc2C(=O)Nc2ccc(F)cc2)c1 | . | -0.7% | -9 | -34%[inhibitor] | 2% | 11% | 1% | -3% | -5 | . | -3%
Cc1ccc(-n2c(SCC(=O)NCc3ccc4c(c3)OCO4)nnc2-c2cccnc2)c(C)c1 | 0% | -0.1% | 5 | -5% | -3% | 3% | 3% | -3% | 5 | -3% | -1%
CCn1c(=O)c([N+](=O)[O-])c(NCC2CCCO2)c2ccccc21 (stereo not given) | -1% | -0.2% | -8 | 0% | 5% | 1% | 1% | -1% | -1 | . | -10%
CCOc1cc(S(=O)(=O)n2ccc(C)n2)ccc1Br | 4% | -0.1% | -7 | 0% | . | -1% | -1% | 2% | 0 | -2% | 5%
CSCCC(NC(=O)c1ccco1)C(=O)Nc1ccc(C)cn1 (stereo not given) | . | -0.8% | -11 | -2% | . | ? | -1% | -1% | . | . | 2%
Cc1cc(C)nc(SCc2cn3c(C)cccc3n2)n1 | -2% | -0.6% | -5 | 36% | 0% | -16% | 7% | 0% | 3 | . | 1%
O=C(NCC1CCCO1)c1cc2nc(-c3ccco3)cc(C(F)(F)Cl)n2n1 (stereo not given) | -2% | 0.6% | 14 | -8% | . | ? | 0% | -4% | -3 | 1% | 76%[activator]
CCOC(=O)c1c(NC(=O)CSc2nnc(Cc3ccccc3)o2)sc(C)c1C | 0% | 0.5% | 7 | -13% | 17% | ? | 2% | -5% | -1 | -12% | -11%
Cn1c(=O)n(C)c2cc(NS(=O)(=O)c3ccc4c(c3)CCCC4)ccc21 | -1% | -0.6% | -2 | -11% | ? | ? | -4% | 0% | 1 | -6% | -1%
Cc1nn(CC(=O)NCCCc2ccccc2)c(=O)c2cccn12 | -4% | 0.5% | 5 | 10% | . | ? | -1% | -4% | 0 | 8% | 1%
Cc1cccc(C(=O)NNC(=O)c2ccccc2O)c1 | -6% | -0.1% | -26 | -17% | -14% | ? | 3% | -3% | -1 | 14% | 5%
COc1cc(CCCN2CCNC[C@H]2Cc2ccc(O)cc2)cc(OC)c1OC | . | 0.0% | -6 | 13% | . | -8% | -25% | -5% | . | . | 2%
COC(=O)C(C)Sc1nnc(-c2ccncc2)o1 (stereo not given) | 0% | -0.2% | 13 | ? | -8% | 1% | 3% | -9% | 2 | -13% | 4%

Screening data from PubChem BioAssay.

Only part of the results is shown; count on the stated rates, not on these rows.
